KAT2A inh = blocks human GCN5L2 histone acetyltransferase; Q92830; GCN5L2 HAT assay, ThioGlo1 CoA-SH fluorescence; Potency, µM (titrated, usually from 58.9 µM), inactives show at the top dose activity change, negative = inhibition, most hits filed as inhibitors; 390,000 compounds, 0.21% hits
Target sequence (Q92830 whole entry, looked up): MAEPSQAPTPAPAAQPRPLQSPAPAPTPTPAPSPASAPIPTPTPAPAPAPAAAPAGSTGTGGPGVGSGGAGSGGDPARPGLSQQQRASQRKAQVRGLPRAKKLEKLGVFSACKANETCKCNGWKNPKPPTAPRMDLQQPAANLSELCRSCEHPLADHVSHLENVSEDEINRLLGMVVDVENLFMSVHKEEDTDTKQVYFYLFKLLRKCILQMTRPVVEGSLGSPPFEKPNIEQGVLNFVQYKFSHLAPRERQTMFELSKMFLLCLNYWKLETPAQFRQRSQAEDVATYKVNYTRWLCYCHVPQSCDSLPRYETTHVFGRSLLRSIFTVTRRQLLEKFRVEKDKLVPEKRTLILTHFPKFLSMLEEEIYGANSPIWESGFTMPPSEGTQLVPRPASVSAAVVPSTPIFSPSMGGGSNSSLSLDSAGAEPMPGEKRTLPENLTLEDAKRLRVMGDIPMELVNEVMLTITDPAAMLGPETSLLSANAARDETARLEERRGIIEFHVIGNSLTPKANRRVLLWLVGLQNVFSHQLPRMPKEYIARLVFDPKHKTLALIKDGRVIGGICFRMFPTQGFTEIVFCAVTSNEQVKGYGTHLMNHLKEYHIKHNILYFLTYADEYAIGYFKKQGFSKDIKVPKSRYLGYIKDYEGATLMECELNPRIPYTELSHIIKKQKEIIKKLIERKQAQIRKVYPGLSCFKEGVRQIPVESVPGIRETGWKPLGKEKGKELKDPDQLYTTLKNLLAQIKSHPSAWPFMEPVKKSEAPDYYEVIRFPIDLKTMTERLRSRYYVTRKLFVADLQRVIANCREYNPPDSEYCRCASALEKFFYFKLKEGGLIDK
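GCN5L2 (20nM final) in 50mM HEPES, 0.1mM EDTA pH 7.5, 0.01% Tween-20 was preincubated 15 min at room temperature with compound, then given ThioGlo1 (50uM), H3(1-25) peptide (75uM) and acetyl-CoA (70uM); CoA-thiol fluorescence (Ex340/Em540) was read at 0 and 20 min.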
N370S GC = inhibitors or activators of N370S glucocerebrosidase for Gaucher disease; 330,000 compounds, 0.092% hits; N370S GC spleen homogenate, 4MU-glucoside fluorescence; P04062; Potency, µM (titrated, usually from 59.4 µM), for inactives: at the top dose activity change, negative = inhibition, actives largely listed as inhibitors;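 also: 0% = full enzyme activity and -100% = no enzyme basal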
FEN1 inh = human FEN1 inhibition | P39748 | Recombinant FEN1 flap cleavage, fluorescence, 15 min | Potency, µM (titrated, usually from 114 µM), for inactives: top-dose activity change, negative = inhibition, most hits filed as inhibitors | 390,000 compounds, 0.35% hits; also: nearly all actives have a fitted effect of over 65% in size
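Compounds are tested as a concentration series against 10 nM FEN1; after a 15 min room-temperature preincubation, 50 nM substrate starts cleavage, with plate reads at 0 and 15 min. Normalized responses are fitted by a Hill equation.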
* hit, by the source's call; u = inconclusive; x = not tested or not shown; & = joins results of further samples; [ ] = dose if it differs, or a comment. Calls follow the shape of the dose curve; as a rule, active = well fitted curve in the direction sought with a large enough effect; inconclusive = small, poorly fitted or top-dose-only effect, or another doubt; inactive = no such curve, though single readings can be large; an effect the other way counts as inactive or inconclusive. Unless noted, % is scaled to controls: 0 for no effect and ±100 for the full control effect; potency is read from the fitted curve at half-maximal effect.

Under each structure – KAT2A inh	N370S GC	FEN1 inh
- COc1cccc(C(=O)Nc2ccc(N3CCN(C(=O)c4ccco4)CC3)cc2)c1
 : -5.2%	-4.6%	-4.6%
- O=C(O)CNS(=O)(=O)c1cccc(Cl)c1
 : -3.5%	3.0%	-1.6%
- COc1cccc(CN2CCNC(=O)C2CC(=O)NCCOc2cccnc2)c1OC (stereo not drawn)
 : -2.5%	4.0%	11.1%
- CC(=O)c1ccc(NC(=O)CSc2nc(-c3cccc(F)c3)nc3c2c(=O)n(C)c(=O)n3C)cc1
 : -2.1%	x	-13.3%
- CC1=NN(c2cccc([N+](=O)[O-])c2)C(=O)C1
 : 4.0%	-1.1%	12.9%
- CC(C)N(C(=O)NC(=O)NCC1CCCO1)S(C)(=O)=O (stereo not drawn)
 : -1.9%	13.6%	7.6%
- Cc1cccc(NC(=O)c2cccnc2)c1
 : 0.0%	1.2%	-7.3%
- C=C(C)C(=O)Nc1ccc(OC(F)(F)C(F)F)c(NC(=O)C(=C)C)c1
 : -6.7%	2.9%	-1.4%
- Cc1ccccc1OCC(=O)NNC(=O)CCN1C(=O)c2ccccc2C1=O
 : -0.8%	4.6%	-5.6%
- COc1ccc2[nH]cc(CCN=C3SCC(=O)N3C)c2c1
 : -17.1%	1.3%	-2.8%
- Cc1cc(-c2ccc(C)c(S(=O)(=O)NC(C)Cc3ccco3)c2)on1 (stereo not drawn)
 : -11.4%	3.0%	-19.1%
- Cc1c(NC(=O)COc2cccc(Cl)c2Cl)c(=O)n(-c2ccccc2)n1C
 : 0.5%	-6.6%	0.4%
- Cc1ccc(/C=N/NC(=O)CN2CCN(S(=O)(=O)c3ccc(Br)cc3)CC2)s1
 : -2.5%	-1.1%	-17.8%
- Cc1ccc(C2NC(=O)c3c(sc(C)c3C)N2)c(O)c1 (stereo not drawn)
 : -2.7%	10.0%	-0.4%
- CCCc1cc(=O)oc2cc(C)cc(OCC(=O)NCc3ccncc3)c12
 : -7.6%	-8.5%	-4.7%
- COc1ccc2c(c1)OC13CCCCC1C2C(C(=O)c1ccccc1)C(=O)N3 (stereo not drawn)
 : -1.7%	16.7%	2.2%
- C=CCN(N=Nc1cccc([N+](=O)[O-])c1)c1cccc([N+](=O)[O-])c1
 : -6.7%	-3.5%	-20.3%
- O=C(NCCCn1ccnc1)c1nn2c(C(F)(F)F)cc(-c3ccc(Br)cc3)nc2c1Cl
 : 2.1%	15.6%	-0.4%
- CCOC(=O)c1nnn(-c2nc(N(C)C)nc(N(C)C)n2)c1C
 : -1.2%	-16.8%	-2.2%
- CCn1c(SCC(=O)Nc2ccc3c(c2)OCO3)nc2ccccc21
 : -1.4%	u	-4.4%
- N#Cc1ccccc1NC(=O)C1CC(=O)N(c2ccc3c4c(cccc24)CC3)C1 (stereo not drawn)
 : -3.4%	-17.7%	5.0%
- O=C(O)Cc1ccc(NS(=O)(=O)c2ccccc2Cl)cc1
 : -5.8%	13.4%	-7.8%
- O=C1NN(C(=O)Nc2ccc(Br)cc2)C(c2ccccc2)C1c1ccccc1 (stereo not drawn)
 : -17.6%	0.9%	x
- CCN(C(=O)COC(=O)COc1ccccc1Cl)c1c(N)n(Cc2ccccc2)c(=O)[nH]c1=O
 : 3.3%	x	-12.3%
- CC(C)(C)NC(=O)N1CCn2cccc2C1c1ccccc1F (stereo not drawn)
 : -5.0%	3.7%	-10.2%
- CCOc1ccc(C(=O)Nc2cccc(C(C)=O)c2)cc1[N+](=O)[O-]
 : 3.3%	1.6%	-16.1%
- S=c1[nH]nc(-c2cccc(Cl)c2)n1/N=C/c1ccco1
 : -9.2%	-4.6%	-6.3%
- NC(=O)NC[C@@H]1CC[C@@H](Cc2ccc(-c3ccccc3)cc2)O1
 : -8.3%	x	-13.1%
- COc1ccc(C2/C(=C(/O)c3ccccc3)C(=O)C(=O)N2CCO)cc1 (stereo not drawn)
 : 0.5%	-2.3%	-2.3%
- Cc1noc(C)c1COC(=O)c1ccc(F)c(S(=O)(=O)N2CCOCC2)c1
 : -12.5%	x	-4.0%
- CC(C)(C)NC(=O)C(c1ccco1)N(Cc1ccc2c(c1)OCO2)C(=O)Cn1nnc2ccccc21 (stereo not drawn)
 : -5.4%	6.2%[2.35 µM]	2.3%
- Nc1nc(-c2cccnc2)nc2sc3c(c12)CCCC3
 : -8.0%	11.7%	-20.1%
- O=C(CN1C(=O)NC2(CCOc3ccccc32)C1=O)c1ccc(F)cc1 (stereo not drawn)
 : -1.8%	-14.6%	-0.1%
- O=C(CN1CCN(Cc2ccccc2)CC1)N1CCCc2ccccc21
 : -6.5%	-10.5%	13.0%
- CCOC(=O)N1CCN(C(=O)CNC(=O)c2nn(-c3ccc(OC)c(OC)c3)c(=O)c3ccccc23)CC1
 : -1.1%	-2.1%	0.9%
- Cc1cccc(OCc2nnc(SCC(=O)N3CCN(C(=O)c4ccco4)CC3)n2C)c1C
 : -0.1%	-8.9%	1.2%
- Cc1ccccc1-n1nnnc1SCC(=O)NCC1(N2CCOCC2)CCCCC1
 : 2.2%	x	-8.4%
- CCC(=O)N1CCc2cc(Br)cc(S(=O)(=O)N3CCCC(C(=O)Nc4cccc(Cl)c4C)C3)c21 (stereo not drawn)
 : -1.5%	x	-5.1%
- Cc1cc(C)n2nc(SCc3cc(=O)oc4cc(O)ccc34)nc2n1
 : -27.1%	-0.4%	x
- O=C(O)CSc1nc2ccc(Cl)cc2[nH]1
 : -4.6%	-4.8%	2.3%
- CC(Oc1ccc(Br)cc1)C(=O)Nn1c(=S)[nH]c2ncccc2c1=O (stereo not drawn)
 : 0.9%	7.3%	x
- Cc1nnc(SCCN2CCOCC2)n1-c1cccc(Cl)c1
 : -0.7%	-0.1%	0.6%
- COc1ccc(/C=N/NC(=O)CNC(=O)COc2ccccc2)cc1
 : 20.9%	2.0%	1.8%
- COc1ccc(/C=C/c2ccccc2)cc1[C@H]1[C@H]2C=CC[C@@H](C)[C@@H]2C(=O)N1Cc1ccccc1
 : -6.2%	12.0%	13.2%
- Cc1ccc(Cl)cc1OCC(=O)NCCOC(=O)Nc1sc(=S)n(C)c1C
 : -0.6%	-7.1%	-21.1%
- CC(C)(C)[C@H]1COC(=O)[C@@H](Cc2ccc(F)cc2)C/C=C\C[C@@H](CC(=O)N[C@@H](CO)Cc2ccccc2)C(=O)N1
 : -6.9%	x	-6.9%
- Cc1ccc(CN2CCNC(=O)C2CC(=O)NCC(F)(F)F)o1 (stereo not drawn)
 : -5.1%	-5.7%	13.7%
- O=C1CCCN1CCCNS(=O)(=O)c1ccc(F)c(F)c1
 : -13.8%	1.6%	2.5%
- COc1ccc(C(=O)N2CCc3cc4c(cc3C2C)OCCCO4)cc1 (stereo not drawn)
 : -12.2%	-0.4%	-12.7%
- Cc1c(C(c2ccc(Br)cc2)c2c(C)n(C)n(-c3ccccc3)c2=O)c(=O)n(-c2ccccc2)n1C
 : -4.3%	-11.7%	-0.1%
- COC(=O)NN=C1CCC(c2ccccc2)CC1 (stereo not drawn)
 : -1.3%	1.4%	18.6%
- COC(=O)C1(C)NC(c2cccs2)C2C(=O)N(c3ccc(F)cc3)C(=O)C21 (stereo not drawn)
 : -3.1%	-12.9%	-8.1%
- COc1cccc(-c2nnc(SCC(=O)NCc3ccc4c(c3)OCO4)n2Cc2ccco2)c1
 : 39.8µM*	-0.8%	-3.8%
- COc1ccc(S(=O)(=O)N2CCCC(C(=O)NC3CCCC3)C2)cc1OC (stereo not drawn)
 : -3.1%	-4.4%	0.3%
- COc1cccc(-c2[nH]c3c(c2-c2c(-n4cccc4)n(C)c(=O)[nH]c2=O)c(=O)[nH]c(=O)n3C)c1
 : -4.6%	x	-4.1%
- Cc1cccc(C)c1-n1cccc1/C=C1/C(=N)N2C(=NC1=O)SN=C2S(C)(=O)=O
 : u	3.4%	-4.1%
- CCOC(=O)c1cc(C(=O)NC(C)c2ccccc2)c(=O)[nH]c1C (stereo not drawn)
 : -9.5%	1.3%	2.0%
- CCn1cnc2cc(NCc3nc4ccccc4n3Cc3ccccc3)ccc21
 : -8.1%	-4.7%	12.4%
- O=S(=O)(NC1CCCC1)c1cccc(-c2nnc(-c3ccccc3)o2)c1
 : u	-7.2%	-17.6%
- COc1ccc(NC(=O)C2=C(C)Nc3ncnn3C2c2ccccc2C(F)(F)F)c(OC)c1 (stereo not drawn)
 : -3.0%	-11.6%	-9.1%

An excerpt from above in order of their number in KAT2A inh, high to low:
| Structure | KAT2A inh | N370S GC |
| --- | --- | --- |
| O=C(CN1C(=O)NC2(CCOc3ccccc32)C1=O)c1ccc(F)cc1 (stereo not drawn) | -1.8% | -14.6% |
| COc1ccc(NC(=O)C2=C(C)Nc3ncnn3C2c2ccccc2C(F)(F)F)c(OC)c1 (stereo not drawn) | -3.0% | -11.6% |
| Cc1c(C(c2ccc(Br)cc2)c2c(C)n(C)n(-c3ccccc3)c2=O)c(=O)n(-c2ccccc2)n1C | -4.3% | -11.7% |
| COc1cccc(-c2[nH]c3c(c2-c2c(-n4cccc4)n(C)c(=O)[nH]c2=O)c(=O)[nH]c(=O)n3C)c1 | -4.6% | x |
| COc1ccc(/C=C/c2ccccc2)cc1[C@H]1[C@H]2C=CC[C@@H](C)[C@@H]2C(=O)N1Cc1ccccc1 | -6.2% | 12.0% |

New compounds follow
Molecule	KAT2A inh	N370S GC	FEN1 inh
CCCNC(=O)CCNS(=O)(=O)c1ccc2c(c1)c(=O)n(C)c(=O)n2C	-5.7%	x	3.0%
Cc1ccc(S(=O)(=O)N(C)c2ccc(OCC(=O)NCC3(N(C)C)CCCCC3)cc2)cc1	-0.9%	-2.1%	-4.5%
N#Cc1ccc(COC(=O)C2CCC(=O)N2)cc1 (stereo not drawn)	0.0%	3.9%	3.1%
Cc1ccc(C(C)C)c(OCc2ccc(C(=O)Nc3ccc(S(N)(=O)=O)cc3C)o2)c1	-11.5%	x	-16.3%
COC(=O)C1=C(C)NC(C)=C(C(=O)OC)C1C(=O)OCC(=O)Nc1ccc(C(C)=O)cc1	-17.7%	u	-2.4%
Cc1nc(N2CCCCC2)c2c(C)c(C(=O)Nc3cccc(C(F)(F)F)c3)sc2n1	-13.6%	5.2%	-1.2%
Cc1cc(C)cc(NC(=O)[C@H](Cc2c[nH]c3ccccc23)NC(=O)[C@@H]2Cc3ccccc3CN2)c1	-13.8%	-17.8%	0.7%
CC1(C)NC(=O)N(CC(O)COc2ccc(N3C(=O)c4ccccc4C3=O)cc2)C1=O (stereo not drawn)	1.9%	-6.2%	-4.6%
Cc1ccc(NC(=O)c2cc(S(=O)(=O)N3CCCCC3)c[nH]2)cc1F	-0.3%&-11.0%	2.4%	18.7%&2.8%
COc1ccccc1CCNC(=O)Cc1c(C)c2cc3c(C(C)(C)C)coc3c(C)c2oc1=O	-1.4%	x	-0.5%
CCC1c2ccc(C)n2CCN1C(=O)Nc1ccccc1OC (stereo not drawn)	1.1%	4.9%	1.2%
Cc1ccc(SCCNC(=O)c2ccc(C)c(S(=O)(=O)Nc3ccccc3C)c2)cc1	-3.4%	10.9%	4.5%
CCOC(=O)c1cccc(OC(=O)CCNC(=O)c2ccc(Cl)cc2)c1	-2.0%	x	-13.8%
CCCNC(=O)C1CCC(Cn2c(=O)c3sccc3n(CC(=O)N3CCCC(C)C3)c2=O)CC1 (stereo not drawn)	-11.7%	x	-0.8%
COc1ccccc1C(=O)Nc1ccc(N2CCN(S(C)(=O)=O)CC2)cc1	u	0.8%	4.0%
NCC(=O)Nc1ccc(Br)cc1	-4.2%	1.6%	-14.8%
CC1CCCN(CCCNC(=O)CCn2nc(-c3ccccc3)ccc2=O)C1 (stereo not drawn)	-0.1%	-25.5%	5.1%
CCn1cc(C(=O)O)c(=O)c2cc(F)c(N3CCN(C(=O)Nc4ccccc4)CC3)cc21	-27.3%	14.1%	-0.2%
Cc1ccc(S(=O)(=O)N2CCN(C(=O)COC(=O)/C=C/c3ccc(F)cc3)CC2)c(C)c1	-6.7%	-16.1%	-5.3%
O=C(/C=C/c1ccc(F)cc1)NCCNC(=O)/C=C/c1ccc(F)cc1	2.5%	1.9%	1.5%
Cn1c(-c2ccccc2)c(/C=N/NC(=O)c2cccnc2)c2ccccc21	-11.0%	4.7%	-34.6%
O=C(Nc1ccc2c(c1)OCO2)c1ccc(Cl)s1	-10.6%	11.3%	6.8%
Cc1ccc(Cn2c(=N)n(CC(O)COc3ccccc3)c3ccccc32)cc1 (stereo not drawn)	-2.2%	-5.7%[12.8 µM]	5.7%
CCc1ccc2oc(C(=O)Nc3sc4c(c3C(=O)NC)CCCC4)cc(=O)c2c1	-3.7%	x	-5.9%
Cc1ccc(NC(=O)CSCC(=O)Nc2nnc(C)s2)cc1	0.7%	2.4%	0.2%

Some entries already given, reduced to KAT2A inh and FEN1 inh.
| Compound | KAT2A inh | FEN1 inh |
| --- | --- | --- |
| Cc1ccc(NC(=O)CSCC(=O)Nc2nnc(C)s2)cc1 | 0.7% | 0.2% |
| O=C(Nc1ccc2c(c1)OCO2)c1ccc(Cl)s1 | -10.6% | 6.8% |
| Cn1c(-c2ccccc2)c(/C=N/NC(=O)c2cccnc2)c2ccccc21 | -11.0% | -34.6% |
| Cc1ccc(Cn2c(=N)n(CC(O)COc3ccccc3)c3ccccc32)cc1 (stereo not drawn) | -2.2% | 5.7% |

Assay outcomes as filed in PubChem BioAssay.

Not all compounds are listed. The share of hits here may be higher or lower than overall.
